HIF-2a block: HIF-2a reporter inhibitors, primary screen, luminescence, 786-0 RCC cells | hit rate 0.72% among 360,000 | AID 624352, 2012 | 786-0 RCC cells HIF-2a reporter, luciferase luminescence, overnight | inhibition, % at 18.8 µM;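 active = inhibition of the luminescence signal of 40% or more relative to plate controls, in a single-dose primary screen at 18.75 µM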
Shn3 inh set2: reduction of Shn3 3'UTR firefly luciferase signal, primary screen, Schnurri-3 inhibitor project, cell-based, Clone20 osteoblasts, set 2 | AID 588674, 2011 | Clone20 osteoblast Shn3 3'UTR firefly luciferase, 24 h | hit rate 0.52% among 360,000 | inhibition, % at 12.5 µM;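 active = mean inhibition of at least 75% with every replicate also reaching 75%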;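 also: 0% = median of neutral control wells and 100% = pilot-screen positive control compound; some compounds past the cut are filed as inactive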
Peg3 prom inh: Peg3 promoter-driven luciferase inhibitors, primary screen, cell-based, HeLa, luciferase luminescence; HeLa PEG-Prom luciferase reporter, overnight; inhibition, % at 20 µM; hit rate 1.7% among 360,000; AID 588405, 2011;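 active = inhibition of at least 50% at 20 µM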
CaV13 ICDI inh: Disruptors of the CACNA1D IQ motif to Ca2+-dependent inactivation inhibitor domain association, primary screening, Förster resonance energy transfer in intact living …. inhibition, % at 12.3 µM. HEK cells, CFP/YFP FRET ICDI-IQ, plate reader, 10 min; percent FRET-ratio fall versus neutral wells. hit rate 0.098% among 340,000. AID 743397;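 active = mean replicate inhibition of at least 30% and at least 1% of replicates passing that level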;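 also: 0% = median of the neutral control wells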
CF NFkB block: inhibitors of PAF-induced NF-kB signaling, primary screen, cell-based, GFP fluorescence, uHTS. KKLEB NF-kB-GFP reporter, GFP fluorescence overnight. inhibition, % at 5 µM. hit rate 0.86% among 360,000;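 active = at least 50% inhibition at 5 µM, scaled per plate between neutral and stimulator controls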;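 also: PAF is a Pseudomonas aeruginosa culture filtrate used as stimulus; plate controls were PAF-stimulated DMSO wells for no effect and unstimulated DMSO wells for full effect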
TRPM1 prom inh: inhibitors of MITF-dependent TRPM1 promoter reporter, primary screen, cell-based, SK-MEL-5, single point, luciferase | SK-MEL-5 TRPM1 promoter luciferase, 24 h | AID 488899, 2010 | inhibition, % at 12.5 µM | hit rate 0.83% among 330,000;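 active = mean inhibition across replicates of 60% or more, whatever share of single replicates reaches that level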; also: values of inactives mirror those of a sister screen read the other way
KKLEB tox: cytotoxicity in KKLEB CF airway cells, primary screen, cytotoxicity control for CF NF-kB inhibitor project, cell-based, uHTS, fluorescence assay plates; AID 602141, 2011; hit rate 0.36% among 360,000; activity change (cytotoxicity), % at 5 µM; KKLEB CF airway cells viability, ATPlite luminescence, overnight; stronger effect = lower value; cells stimulated with P. aeruginosa culture filtrate;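 active = corrected activity change at or below -50% at 5 µM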
NR2E3 ag-1: NR2E3 agonists in two-hybrid cells, primary screen, cell-based, luminescence, CHO-S, Gal4-NCOR/VP16-NR2E3 | Photoreceptor-specific nuclear receptor (Homo sapiens), Q9Y5X4 | luciferase | inhibition of corepressor binding, % at 3.98 µM | hit rate 0.35% among 360,000 | AID 602229, 2012;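 active = inhibition above the mean of all tested compounds plus 3 SD, cut at about 70% in these data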;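 also: 0% = DMSO with NR2E3 transfected cells and 100% = cells lacking NR2E3 construct; higher means lower luciferase signal from less NR2E3 corepressor binding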
Target sequence (Q9Y5X4 whole entry, looked up, the tested form may be a part): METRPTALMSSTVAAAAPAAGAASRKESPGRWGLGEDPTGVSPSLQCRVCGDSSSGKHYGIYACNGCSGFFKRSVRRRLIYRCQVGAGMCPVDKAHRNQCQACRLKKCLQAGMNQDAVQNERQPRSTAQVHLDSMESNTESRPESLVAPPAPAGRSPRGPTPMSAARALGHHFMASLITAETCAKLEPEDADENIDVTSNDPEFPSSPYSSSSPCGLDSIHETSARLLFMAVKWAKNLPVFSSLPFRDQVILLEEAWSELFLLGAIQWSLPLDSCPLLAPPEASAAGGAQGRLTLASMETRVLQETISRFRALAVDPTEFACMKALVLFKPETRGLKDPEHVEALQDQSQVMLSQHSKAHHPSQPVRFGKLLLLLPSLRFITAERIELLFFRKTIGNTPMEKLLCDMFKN
Vif imaging: HIV Vif self-association inhibitors, primary screen, imaging, HEK293T, single point | hit rate 0.35% among 340,000 | AID 602346, 2012 | HEK293T cells, Vif self-association by quenched fluorescence, 24 h | inhibition, % at 7.49 µM; in the data active = inhibition above about 50%, passing the limit was not always enough; also: some results filed as inactive read as strong as hits
NR2E3 ag-2: inhibitors of NR2E3-RetCOR corepressor binding, primary screen, NR2E3 agonist project, biochemical, TR-FRET, GST-NR2E3, biotin-RetCOR; 1536-well; inhibition of corepressor binding, % at 4.78 µM; hit rate 0.12% among 320,000; AID 2300, 2010;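 active = percent inhibition above the cutoff of mean plus 3 SD of all tested compounds, set per screening campaign, cut at about 20% in these data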;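 also: 0% = DMSO wells and 100% = biotin wells as full block of FRET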
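Material – GST-tagged NR2E3 plus biotinylated RetCOR corepressor · Quantity – NR2E3 fusion 1.35 nM · Times – 5 h incubation at 4 °C · Medium – pH 7.5 Tris-based buffer · Technique – TR-FRET, Eu(K)-anti-GST donor, streptavidin-D2 acceptor, ex 340, em 617/671 nm · Benchmarks – high control biotin, low control 0.6% DMSO · Format – 1536-well plates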
PDI inh: inhibitors of human PDI, primary screen, biochemical, turbidity, single point, plate reader; AID 588391, 2011; hit rate 0.052% among 350,000; inhibition, % at 10 µM; PDI insulin aggregation turbidity, A650, 90 min; Protein disulfide-isomerase (Homo sapiens), P07237;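 active = mean inhibition across replicates of 30% or more, whatever share of single replicates reach that level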;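 also: absorbance from insulin aggregation driven by PDI reduction with DTT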
Target sequence (P07237 whole entry, looked up): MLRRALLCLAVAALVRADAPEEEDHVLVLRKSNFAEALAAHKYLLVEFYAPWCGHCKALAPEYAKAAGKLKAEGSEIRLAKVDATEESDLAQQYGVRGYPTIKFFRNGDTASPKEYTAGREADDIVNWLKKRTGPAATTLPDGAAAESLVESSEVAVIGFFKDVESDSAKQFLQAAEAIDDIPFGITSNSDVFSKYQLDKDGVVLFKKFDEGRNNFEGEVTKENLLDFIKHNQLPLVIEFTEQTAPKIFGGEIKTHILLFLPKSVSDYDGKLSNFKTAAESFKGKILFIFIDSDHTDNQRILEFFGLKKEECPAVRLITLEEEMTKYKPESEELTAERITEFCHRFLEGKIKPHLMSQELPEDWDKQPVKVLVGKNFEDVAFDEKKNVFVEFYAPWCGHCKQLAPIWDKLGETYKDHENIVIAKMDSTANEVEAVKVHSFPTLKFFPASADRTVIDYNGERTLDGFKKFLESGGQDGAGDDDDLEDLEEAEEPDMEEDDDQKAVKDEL
* marks the source's active call; other numbers are inactive results; · = not tested or not shown. Compounds were not picked by outcome (roughly 3.3% active in at least one column).

SMILES	HIF-2a block	Shn3 inh set2	Peg3 prom inh	CaV13 ICDI inh	CF NFkB block	TRPM1 prom inh	KKLEB tox	NR2E3 ag-1	Vif imaging	NR2E3 ag-2	PDI inh
CC(C)OP(=O)(c1ccc(N(C)C)cc1)C(O)c1ccncc1 (configuration not stated)	1	18	-3	-8	-10	10	-2	-14	-2	-4	-3
CC(c1ccccc1)N1CC(C(=O)N2CCCC(C(N)=O)C2)CC1=O (configuration not stated)	-5	3	-5	-6	16	-5	-9	10	1	-1	6
CC(C)c1nc(C(=O)N2CCCC(CCC(=O)N(C)CCc3ccccn3)C2)cs1 (configuration not stated)	13	-3	3	0	10	4	-5	-4	-13	1	6
CC(C)Cn1cnc2c1c(=O)n(CC(=O)NN)c(=O)n2Cc1ccccc1	5	16	-3	-19	-6	-1	-7	-46	6	-4	-3
CN1CCN(CC(=O)Nc2ccccc2[N+](=O)[O-])CC1	25	-17	3	-4	2	2	-8	-9	11	-2	-9
COc1ccc(CCNC(=O)CCn2c(SCC(=O)N3CCCC3)nc3ccccc3c2=O)cc1OC	14	6	7	-16	4	-1	-6	-18	3	-2	12
Cn1c(=O)c(C(=O)c2ccccc2)nc2ccccc21	12	-1	3	0	-6	5	-4	-14	2	1	3
O=C1CCC(C(=O)NCCCn2ccnc2)N1 (configuration not stated)	17	4	13	-5	4	-3	0	-12	0	3	-2
Cc1cc(=O)[nH]c(SCC(=O)N2c3ccccc3CC2C)n1 (configuration not stated)	29	-39	0	-5	-12	-19	0	-6	15	1	-3
COc1cccc(-c2nc(CC(=O)O)cs2)c1OC	4	-22	-30	-6	7	2	-13	1	2	4	3
Cc1ccc(C(=O)N2CCN(S(=O)(=O)c3ccccc3[N+](=O)[O-])C2)cc1	-96	-1	-28	-18	-3	5	2	-17	3	4	-8
CC(C)c1ccc(NCCC(=O)c2ccc(Br)cc2)cc1	12	-16	-40	-6	-11	7	2	-3	-1	1	-13
CC(C(=O)NC(C)(C)C)N(Cc1cccs1)C(=O)CCN1CCc2ccccc21 (configuration not stated)	16	15	19	-7	9	2	-8	-12	-7	-4	-1
CSc1ncc(C(=O)Nc2ccc(Cl)cc2)c(C)n1	-59	7	-20	-4	5	-4	4	-24	4	-1	8
CCSc1ccc(-c2ccc(C)cc2)nn1	-232	-53	-199	-1	0	-71	-15	-109	-3	·	-2
CCCNC(=O)c1ccccc1NC(=O)CN(c1ccccc1OCC)S(C)(=O)=O	13	5	3	-5	1	-1	1	-13	-8	4	-6
CCC[C@@H]1C[C@@H](C(=O)NC(C(C)Cl)[C@H]2O[C@H](SC)[C@H](O)[C@@H](O)[C@H]2O)N(C)C1 (some centres not stated)	3	0	-6	-5	15	-4	1	-15	-4	-1	-5
CN(CC(=O)Nc1ccc(Cl)c(C(F)(F)F)c1)C(=O)Cc1cccs1	17	7	19	·	3	-25	3	-18	-6	1	2
CCOc1ccc(NC(=O)CNC(=O)c2ccc(OC)c(OC)c2)cc1	7	11	0	0	4	-12	2	11	4	-1	-7
O=C(C[C@@H]1C[C@H]2c3cc(NC(=O)C4CCC4)ccc3O[C@H]2[C@@H](CO)O1)NCc1ccc(-c2ccccc2)cc1	-4	19	16	-4	-4	·	-2	-8	2	·	-15
COc1ccc(CN2CCC(n3nccc3NC(=O)C3CC3)CC2)c(Cl)c1OC	5	12	20	-3	5	6	-12	9	·	-1	6
S=c1[nH]ccn1-c1cccc(Cl)c1	14	-29	-3	-3	-2	1	4	2	2	1	2
COc1cc(-c2nc(CN3CCN(C(=O)c4ccco4)CC3)c(C)o2)ccc1F	6	4	0	-6	12	5	7	8	5	-2	4
O=C(N/N=C/c1cccc(Br)c1)c1ccc(Br)cc1	17	-16	-68	-5	-5	-25	5	-27	-3	2	-2
COc1cc(C(c2c(C)n(C)n(-c3ccccc3)c2=O)c2c(C)n(C)n(-c3ccccc3)c2=O)cc(Br)c1O	18	-5	5	-5	-17	2	-12	-6	3	-1	-1
Cc1ccc(Cn2nnnc2CN2CCC(O)(c3cccnc3)CC2)cc1	9	-1	12	-4	-4	14	6	11	-5	-3	-4
COc1ccc(CCNC(=O)CSc2nnnn2-c2ccccc2)cc1	-3	23	22	-4	2	1	-7	3	-4	-3	5
Nc1cc(=O)nc(SCc2ccccc2)n1Cc1ccco1	15	-30	12	-4	-1	3	-2	-6	-5	4	-9
COc1nc(NCCO)nc(Nc2ccc([N+](=O)[O-])cc2)n1	-15	14	3	-2	-34	-7	5	28	-4	-1	1
Cc1cccc(C)c1NS(=O)(=O)c1ccc(F)cc1	15	-2	6	·	-6	6	-2	1	-1	2	-20
O=C(/C=C/c1ccccc1)NC(=S)Nc1ccc(N2CCOCC2)c(Cl)c1	3	18	10	-3	-7	0	-14	-11	7	-1	6
COC1OC(COCc2ccccc2)C(N)C(OCc2ccccc2)C1OCc1ccccc1 (configuration not stated)	1	8	2	-10	8	3	4	5	12	·	8
CCN(CC)CCNC(=O)c1ccc(NC(=O)Cc2ccccc2F)cc1	10	-5	11	-1	8	1	-15	0	11	-2	3
Cc1ccc(NS(=O)(=O)c2csc(C(N)=O)c2)cc1C	6	30	9	-2	-18	-14	9	8	-5	2	2
CCOC(=O)N1CCC(NC(=O)c2cn(-c3ccc(OC)cc3)c(=O)c3ccccc23)CC1	6	8	16	-5	5	8	-13	-2	-3	3	-2
CCOC(=O)C1(C)/C(=N/Nc2ccc(Cl)cc2)C(=O)C(=O)N1c1ccccc1 (configuration not stated)	14	3	19	-4	2	3	-3	10	·	6	-1
COc1ccccc1C1CC(c2cccs2)=Nc2ccccc2S1 (configuration not stated)	-119	-13	-29	-3	-11	-5	-19	-114	4	-1	-3
COc1ccccc1-c1nn(Cc2ccccc2)cc1C(=O)N1CCN(c2ncccn2)CC1	-6	-10	33	-7	-7	9	-2	-29	-9	-1	-7
Cc1cc2c(cc1S(=O)(=O)Nc1cccc(F)c1)n(C)c(=O)c(=O)n2C	11	9	14	-2	-2	0	-4	7	10	0	·
c1ccc2nc3ccccc3nc2c1	5	-18	-23	·	-27	6	17	-25	-4	-1	·
CCOC(=O)c1[nH]c(C)c(C(=O)Nc2ccc(Cl)cc2)c1C	-48	14	-11	-1	13	-20	-12	-44	-4	1	·
Cc1ccc(O)c(C(CC(=O)NCc2ccco2)c2ccccc2)c1 (configuration not stated)	28	4	10	-6	-4	4	-3	-11	7	1	-3
C[C@@H](NC(=O)c1nc[nH]c1C(=O)NCc1ccccc1)c1ccccc1	14	-8	27	-4	1	-7	1	5	-3	6	-3
Cc1cccc(C)c1NC(=O)CN(C)C(=O)c1cc(S(=O)(=O)N2CCOCC2)ccc1N1CCCC1	-5	-5	-14	-13	-24	2	2	-35	4	5	5
COc1ccccc1NC(=O)COC(=O)C12CC3CC(CC(Br)(C3)C1)C2	0	-9	-5	-5	-5	0	-4	-3	·	·	2
O=C(CCCOc1ccc(Cl)cc1Cl)N/N=C/c1ccco1	3	-6	12	4	-16	-6	-6	10	3	2	2
Cc1ccc(C(O)(C(=O)NN(C(=O)c2ccccc2)c2ccccc2)c2ccc(C)cc2)cc1	14	-13	25	-3	-12	-32	-6	-33	3	3	0
COc1ccc(-c2ccc(=O)n(CC(=O)NCC3COCCO3)n2)cc1 (configuration not stated)	-5	-16	-4	-8	4	1	15	-24	8	0	2

Retrieved by structure from the list above (three):
SMILES	HIF-2a block	Shn3 inh set2	Peg3 prom inh	CaV13 ICDI inh	CF NFkB block	TRPM1 prom inh	KKLEB tox	NR2E3 ag-1	Vif imaging	NR2E3 ag-2	PDI inh
COc1ccccc1C1CC(c2cccs2)=Nc2ccccc2S1 (configuration not stated)	-119	-13	-29	-3	-11	-5	-19	-114	4	-1	-3
Cc1cccc(C)c1NC(=O)CN(C)C(=O)c1cc(S(=O)(=O)N2CCOCC2)ccc1N1CCCC1	-5	-5	-14	-13	-24	2	2	-35	4	5	5
Cc1ccc(C(O)(C(=O)NN(C(=O)c2ccccc2)c2ccccc2)c2ccc(C)cc2)cc1	14	-13	25	-3	-12	-32	-6	-33	3	3	0

(next part)
SMILES	HIF-2a block	Shn3 inh set2	Peg3 prom inh	CaV13 ICDI inh	CF NFkB block	TRPM1 prom inh	KKLEB tox	NR2E3 ag-1	Vif imaging	NR2E3 ag-2	PDI inh
CCc1ccccc1-n1c(SCC(=O)NC)nnc1-c1ccco1	12	-8	-8	-2	-23	3	12	-13	1	-5	-6
CCC(=O)N1CCC1(C)C(=O)Nc1ccc(OC(F)F)cc1 (configuration not stated)	-10	7	-16	-4	-28	·	6	17	10	·	-5
Cn1nnc(NC(=S)NC(=O)c2cccc3ccccc23)n1	15	8	-10	-7	3	9	-3	1	-7	2	5
NC(=O)C1CC(=O)N(Cc2ccc3c(c2)OCO3)C(=Nc2ccccc2)S1 (configuration not stated)	-23	1	-19	-8	-11	3	13	-10	-1	-1	-1
Cc1cccc(N2CC3=C(C2=O)C(c2ccccc2)NC(=O)N3C)c1 (configuration not stated)	18	-11	16	-3	-10	6	12	18	0	-4	-2
Cc1ccc([N+](=O)[O-])cc1NC(=O)CN1CCC(C)CC1	10	4	21	-5	-9	5	2	11	16	4	0
CC1(C)CC(=O)C2=C(C1)OC(N)=C(C#N)C21C(=O)N(CN2CCOCC2)c2ccccc21 (configuration not stated)	12	5	6	-5	14	-6	-1	-60	7	3	-5
CCOc1ccc(NC(=O)CN2CCN(C(=O)c3ccco3)CC2)cc1S(=O)(=O)N1CCCC1	11	-13	-1	-13	29	·	-9	3	10	-2	8
CC(=O)Nc1cccc(NC(=O)COc2ccccc2C)c1	-193	-47	-109	-5	6	-25	4	-1	0	2	2
CCN(Cc1ccccc1)C(c1ccncc1)c1nnnn1C(C)(C)C (configuration not stated)	8	17	22	·	8	3	-4	-36	·	0	21
N/C(=N\OC(=O)CCCN1C(=O)c2ccccc2C1=O)c1ccc(Cl)cc1	22	4	-1	·	0	5	0	-11	9	3	22
O=C(OCC1OC(n2cc(Br)c(=O)[nH]c2=O)C(Br)C1O)c1ccccc1 (configuration not stated)	13	5	14	-17	9	-9	-5	-13	6	1	-3
Cc1ccc(OCC(=O)c2cc(C)n(-c3cc(C)on3)c2C)c([N+](=O)[O-])n1	-58	-11	-8	-7	-3	-4	-9	21	10	·	3

Bioassay records from PubChem BioAssay.
